DT40 TDP1 no CPT: qHTS for Inhibitors of human tyrosyl-DNA phosphodiesterase 1 (TDP1): qHTS in cells in absence of CPT; DT40 Tdp1-/- hTDP1 cells, no CPT, ATP luminescence, 48 h; Potency, µM (highest dose often 46.2 µM), without a hit: at the top dose activity change, negative = growth inhibition, hits mostly inhibitors; hit rate 15% among 420,000; AID 686978, 2013; further: nearly all actives have a fitted effect of over 55% in size
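DT40 Tdp1-/-;hTDP1 cells, no CPT (DMSO vehicle only), 400 cells/well; compounds pin-transferred; ≥48 hr, 37 °C; CellTiter-Glo 30 min RT dark, luminescence read.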
TDP1 block: blocks human tyrosyl-DNA phosphodiesterase 1 | AID 485290 | hit rate 0.28% among 350,000 | Q9NUW8 | recombinant TDP1, AlphaScreen DNA substrate cleavage | Potency, µM (series often up to 130 µM), for the others: top-dose activity change, negative = inhibition, most hits filed as inhibitors; further: nearly all actives have a fitted effect of over 40% in size
Target sequence (Q9NUW8 whole entry, looked up): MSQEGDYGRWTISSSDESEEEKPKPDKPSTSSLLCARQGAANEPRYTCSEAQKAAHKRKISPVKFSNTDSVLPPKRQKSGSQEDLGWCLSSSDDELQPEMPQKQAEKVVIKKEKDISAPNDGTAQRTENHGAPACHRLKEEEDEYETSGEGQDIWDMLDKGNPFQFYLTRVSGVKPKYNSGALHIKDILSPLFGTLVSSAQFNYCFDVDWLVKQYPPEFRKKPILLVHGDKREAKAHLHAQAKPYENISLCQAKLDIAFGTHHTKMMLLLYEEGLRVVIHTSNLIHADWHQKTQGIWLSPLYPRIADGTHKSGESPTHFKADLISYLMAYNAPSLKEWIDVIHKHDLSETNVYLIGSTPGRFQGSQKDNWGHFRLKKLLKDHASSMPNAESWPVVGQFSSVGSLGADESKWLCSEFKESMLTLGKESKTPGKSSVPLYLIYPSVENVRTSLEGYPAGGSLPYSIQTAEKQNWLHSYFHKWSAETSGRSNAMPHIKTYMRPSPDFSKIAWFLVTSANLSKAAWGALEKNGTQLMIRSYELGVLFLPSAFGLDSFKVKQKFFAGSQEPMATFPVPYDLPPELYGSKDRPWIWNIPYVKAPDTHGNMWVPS
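Recombinant human Tdp1 (E. coli-expressed, 1 nM final) preincubated with compounds 15 min at room temperature, then 5'-biotin/3'-phosphotyrosine-FITC DNA substrate (15 nM final) added for 5 min. AlphaScreen beads (10 ug/ml final) added 10 min; cleavage lowers signal.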
TDP1 cell CPT: growth inhibition of DT40 Tdp1-/-;hTDP1 cells with camptothecin (screen for TDP1 inhibitors); Potency, µM (doses to about 46.2 µM), without a hit: top-dose activity change, negative = growth inhibition, usual class: inhibitors; chicken DT40 Tdp1-/-;hTDP1 cells + 20 nM CPT, ATP luminescence, 48 h; AID 686979; hit rate 12% among 420,000; further: nearly all actives have a fitted effect of over 55% in size
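Chicken DT40 Tdp1-/- cells stably complemented with human TDP1 were seeded at 400 cells/well in medium containing 20 nM camptothecin, exposed to pin-transferred compounds, and grown at 37 °C for at least 48 hr. Viability was read as ATP luminescence.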
* marks the source's active call; other numbers are inactive results; ? = inconclusive; / = no result given; [ ] = remark or other dose. The call rests on the fitted dose curve; in most records, active means well fitted curve in the direction sought with a large enough effect; inconclusive means small, poorly fitted or top-dose-only effect, or another doubt; inactive means no such curve, though single readings can be large; an effect the other way counts as inactive or inconclusive. On the % scale 0 is the no-effect control and ±100 the full control effect; potency means the concentration at half of the fitted maximal effect.

Sequence of screens – DT40 TDP1 no CPT, TDP1 block, TDP1 cell CPT
> CC(=O)NS(=O)(=O)c1ccc(NC(=S)NC(=O)C2CCC2)cc1
    29.6%, 1.4%, -15.1%
> CN(CC(=O)Nc1cccc(F)c1)CC(=O)Nc1cccc(S(=O)(=O)N2CCCCC2)c1
    20.6µM*, -2.2%, ?
> CCOc1cc(-c2nnc(NC(=O)c3ccco3)o2)cc(OCC)c1OCC
    ?, /, ?
> COc1cccc(NC(=O)Cn2c(=O)n(CC3CCCO3)c(=O)c3ccccc32)c1 (configuration not stated)
    -8.4%, 2.3%, -7.9%
> COc1ccc(CCNC(=O)CSc2nnc(C(C)N(C)C)n2Cc2ccccc2)cc1OC (configuration not stated)
    -4.2%, 5.8%, 15.2%
> S=c1[nH]nc(-c2ccco2)n1/N=C/c1ccccc1
    0.4%, 8.3%, 2.7%
> COC(=O)c1c(C)c[nH]c1C
    4.6%, 5.1%, 10.9%
> COc1ccc(C(N)=S)cc1
    4.4%, 5.4%, -0.4%
> CCOc1ccc(C(=O)NCCc2sc3nc(-c4ccc(Cl)cc4)nn3c2C)cc1OCC
    ?, -2.6%, ?
> OCc1ccccc1OCCCN1CCC(Cc2ccccc2)CC1
    ?, 5.4%, -1.2%
> Cc1ccc(N/N=C/c2cccnc2)cc1
    -6.9%, -1.8%, -11.4%
> O=C(NN(c1ccccc1)c1ccccc1)c1ccc([N+](=O)[O-])o1
    ?, 8.9%, ?
> Nc1n[nH]c(N)c1N=Nc1cccc(F)c1
    -11.6%, 3.8%, ?
> CCN(c1ccccc1)S(=O)(=O)c1ccc(Cl)c(NC(=O)CN2CCCCCC2)c1
    18.4µM*, /, 20.6µM*
> Cc1ccc(OCCSc2nc3ccccc3n2CC(=O)O)cc1C
    1.3%, /, 7.4%
> COc1ccc(C(=O)CCC(=O)Nc2ccccc2C)cc1
    -2.7%, -1.9%, 6.4%
> CCC(c1nnc(SCC(=O)Nc2c(F)cccc2F)n1Cc1ccccc1)N(C)C (configuration not stated)
    -0.7%, 4.2%, -4.4%
> C/C(=N\O)C(=O)NCc1ccccn1
    -3.9%, 1.1%, -11.0%
> Cc1cc(=O)[nH]c(SCCCOc2ccccc2Cl)n1
    -17.7%, 5.9%, -19.9%
> C=C(Cl)COc1ccc2c(C)cc(=O)oc2c1
    ?, 3.2%, ?
> COc1ccc(CCNC(=O)c2cc(=O)c3cc(C)c(C)cc3o2)cc1OC
    7.31µM*, 2.5%, -29.7%
> Cc1cccc(N2CCN(C(=O)CS(=O)(=O)c3cccc4nsnc34)CC2)c1C
    ?, 7.7%, 16.4µM*
> CCc1ccc(-c2ccc(C(=O)C(F)(F)F)[nH]2)cc1
    -18.3%, 2.1%, -15.7%
> CC1=C(C(=O)N(C)C)CC(CC(=O)NC2CC2)C(=O)N1Cc1ccccc1 (configuration not stated)
    -0.9%, /, 0.8%
> CC(=O)N1N=C(c2cccc(NS(C)(=O)=O)c2)CC1c1cccs1 (configuration not stated)
    -2.0%, 0.0%, -6.5%
> Cc1cc(-c2ccn[nH]2)c(C)s1
    3.9%, 2.7%, -6.0%
> COc1ccc(CCNC(=O)CCNS(=O)(=O)c2cccc(Cl)c2)cc1OC
    0.0%, 5.3%, 0.4%
> Cc1ccc(NC(=O)CSc2nc3ccc(NC(=O)c4cccc(Cl)c4)cc3s2)c(C)c1
    ?, 1.6%, ?
> Cc1cccc(N(Cc2ccccc2)C(=O)c2ccc(C)c(S(=O)(=O)N3CCOCC3)c2)c1
    13µM*, -0.4%, 16.4µM*
> COc1cc(/C=C/CN2CCC(CO)(CC3CCCCO3)CC2)ccc1O (configuration not stated)
    -17.0%, 6.0%, -7.0%

Looked up above.
In TDP1 cell CPT, CC1=C(C(=O)N(C)C)CC(CC(=O)NC2CC2)C(=O)N1Cc1ccccc1 (configuration not stated) reads 0.8%
In TDP1 cell CPT, Cc1ccc(OCCSc2nc3ccccc3n2CC(=O)O)cc1C reads 7.4%

Next results follow:
Sequence of screens – DT40 TDP1 no CPT, TDP1 block, TDP1 cell CPT
> CC(=O)Nc1ccc(S(=O)(=O)N2CCN(C(=O)N3CCCCCC3)CC2)cc1
    ?, 5.6%, -19.3%
> CC[n+]1c(C)n(-c2ccccc2)c2ccc(C(=O)OC)cc21
    3.8%, -1.2%, 1.7%
> Cc1cc(-c2ccnc(-n3ncc(C(=O)NCc4cccnc4)c3C3CC3)n2)c(C)s1
    ?, /, -12.0%[9.04 µM]
> COc1ccc(NS(=O)(=O)c2ccc(NC(=O)N3CCCC3)cc2)cc1
    -24.3%, 3.3%, -9.4%
> CC(=O)c1ccc(NC(=O)c2cc(-c3ccc(Cl)c(Cl)c3)on2)cc1
    18.8%, 0.0%, -5.4%
> Cc1cc(NC(=O)COC(=O)[C@H](C)NC(=O)c2ccccc2)no1
    -16.9%, 0.0%, -25.2%
> O=C(NCCc1ccc(Cl)cc1)c1c2c(nc3ccccc13)C(=O)N(C1CCCCC1)C2
    14.6µM*, 1.9%, 14.6µM*
> Cc1cccc(C)c1NC(=O)CN1C(=O)S/C(=C\c2cccn2-c2cccc(C(=O)O)c2)C1=O
    -6.4%, /, 1.4%
> COC(=O)CCc1c(C)nc(N)[nH]c1=O
    1.3%, 4.0%, -14.6%
> Cc1cc(/C=C2/SC(=S)N(c3cccc(C(F)(F)F)c3)C2=O)c(C)n1-c1cccnc1
    0.731µM*, /, 0.731µM*
> O=c1[nH]c(=S)c2ncn(-c3ccccc3)c2[nH]1
    -16.5%, -5.1%, -11.0%
> Cc1nn(C)c(C)c1CN(C)C(=O)C1(C)CC1(Br)Br (configuration not stated)
    -13.5%, 0.6%, 4.8%
> O=C(CSCc1ccc(Cl)cc1)Nc1ccc(S(=O)(=O)N2CCCCCC2)cc1
    ?, 3.0%, ?
> COc1ccc(Nc2nc3cc(-c4sccc4C)sc3c(=O)n2C)cc1OC
    1.03µM*, /, 1.3µM*
> CCC(Sc1nc(C)cc(C)n1)C(=O)O (configuration not stated)
    8.6%, -2.1%, 2.8%
> O=C(O)C1CCCN(S(=O)(=O)Cc2ccccc2)C1 (configuration not stated)
    26.3%, /, 1.6%
> Oc1c(C(c2ccc(Cl)cc2)N2CCC3(CC2)OCCO3)sc2nc(-c3ccco3)nn12 (configuration not stated)
    -19.7%, 2.6%, -17.6%
> CNc1ncnc2c1ncn2[C@H]1CN(CCN2CCOCC2)C[C@@H](CO)O1
    8.4%, /, 10.7%
> OC(CN1C2=NCCCN2c2ccccc21)c1ccc(Cl)cc1 (configuration not stated)
    18.4µM*, 4.9%, ?
> C#CCN1C(=O)S/C(=C\c2ccc(-c3ccc(Cl)c(C(=O)O)c3)o2)C1=O
    -28.9%, /, -29.5%
> O=C(NCc1ccncc1)C(=O)N/N=C/c1ccccn1
    5.6%, 6.0%, 12.5%
> CCc1cc2c(SCC(=O)N3CC(=O)Nc4ccccc43)ncnc2s1
    ?, 0.6%, ?
> COCn1ccnc1C(=O)c1ccco1
    -0.5%, /, -2.2%
> CC(=O)N(c1ccc2oc(=O)sc2c1)S(=O)(=O)c1cccc2cccnc12
    ?, /, ?
> O=C(COc1ccc(Br)cc1)Nc1ccccc1C(=O)N1CCOCC1
    -21.2%, 1.0%, -2.8%
> CCOC(=O)C1=CN(Cc2ccc(OC)cc2)C=C(C(=O)OCC)C1c1cccs1
    ?, ?, ?
> CC1CCCCN1C(=O)CSc1nnc(-c2cccc(Cl)c2)o1 (configuration not stated)
    ?, -5.0%, 16.4µM*
> O=C(CCc1ccc(S(=O)(=O)NCCc2ccccc2)cc1)NCc1ccc2c(c1)OCO2
    ?, 1.5%, -25.6%
> CCc1ccccc1S(=O)(=O)Cc1ccc(C(=O)NCc2ccc(Cl)cc2)o1
    ?, 0.0%, ?
> CCc1nc2c(OCc3cc(Cl)cc(Cl)c3)cccn2c1N(C)C(=O)c1ccc(C)cc1
    ?, /, 16.4µM*
> O=C1COc2ccc(S(=O)(=O)N3CCC(C(=O)NCc4ccc(F)cc4)CC3)cc2N1
    18.4%, 3.1%, -19.2%
> O=C(c1ccccc1)C1CCN(C(=O)C2CCC(=O)N(Cc3cccc(F)c3)C2)CC1 (configuration not stated)
    -13.7%, /, ?
> Oc1ccc(/C=C/c2nc(-c3ccccc3O)n(-c3ccccc3)n2)c(O)c1
    ?, /, -70.4%
> COc1cccc(Cn2c(=O)c(-c3cn(C)c4ccccc34)nc3cncnc32)c1
    26.1%, /, -1.9%
> Cc1ccc(NC(=O)N2CCN(S(=O)(=O)c3ccccc3)CC2)cc1
    -17.9%, 0.0%, 4.4%
> CCOC(=O)c1sc(NC(=O)/C=C/c2ccc(C(C)C)cc2)c(C(=O)OCC)c1C
    -21.3%, 1.3%[12.3 µM], 5.2%
> COc1ccccc1CNC(=O)C(=O)NCC1CCCN1S(=O)(=O)c1cc(C)ccc1C (configuration not stated)
    ?, /, ?
> Cn1c(NC(=O)c2cc(Cl)ccc2Cl)cc(=O)n(C)c1=O
    0.8%, 2.5%, 3.5%
> CCOC(=O)c1ccc(NC(=O)c2c(C)[nH]c(C(=O)OCC)c2C)cc1
    -14.1%, 2.3%, -9.0%
> CC1(C)CC(NC(=O)C2CCN(S(=O)(=O)c3cccc(C(F)(F)F)c3)CC2)CC(C)(C)N1
    0.5%, -0.7%, -24.7%
> CCCS(=O)c1nc(C)cc(C)c1S(C)(=O)=O (configuration not stated)
    0.1%, -1.3%, -21.3%
> COc1ccccc1NC(=O)CN(c1ccc(C(C)C)cc1)S(=O)(=O)c1c(C)noc1C
    23.1µM*, 4.7%, 18.4µM*
> Clc1ccc(Cc2noc(-c3cccs3)n2)cc1
    5.8%, -7.3%, -5.3%
> Cc1noc(C)c1C(=O)N1CCC2(CCCN(C(=O)Nc3ccccc3)C2)CC1
    -2.2%, /, 15.6%
> CC(=O)Nc1nonc1NC(=O)c1ccc(F)cc1
    -17.3%, 3.6%, -15.1%
> Clc1ccccc1-c1nnc2n1-c1ccccc1SC2
    -28.1%, 1.2%, -29.8%
> CCOC(=O)C1CCCN(C2=NC(=O)/C(=C/c3ccc(O)c(OC)c3)S2)C1 (configuration not stated)
    ?, /, ?
> Cc1ccc(/C=C/C(=O)OCC(=O)NC(=O)NCc2ccccc2)cc1
    6.3%, 0.5%, -17.0%
> CCN1CCCC1Cn1cnc2c([nH]c3ccc(Cl)cc32)c1=O (configuration not stated)
    -25.0%, -5.2%, 1.2%
> O=C1OC[C@H]2CCCN2C(=O)[C@@H](CC(=O)N(CCO)Cc2ccccc2)C/C=C\CC[C@H]1Cc1ccc(F)cc1
    20.6µM*, 1.4%, 16.4µM*
> Cc1onc(-c2ccccc2)c1C(=O)N(CC(C)C)c1c(N)n(CC(C)C)c(=O)[nH]c1=O
    21.9%, 0.6%, -8.6%
> O=C(COC(=O)C1CC1)Nc1ccc(Cl)cn1
    -3.6%, -0.3%, 1.9%
> O=C(NCCCO)c1cc2ccccc2[nH]1
    9.5%, /, -9.4%
> CN(C)c1ccc(/C=C/c2nnnn2-c2ccccc2)cc1
    ?, -2.7%, ?
> COc1ccc(N2CCN(C(=O)CCCC3=NS(=O)(=O)c4ccccc4N3)CC2)cc1
    -11.1%, 0.0%, -17.8%
> COCCN1Cc2cccc(C(=O)Nc3ccc(S(=O)(=O)N4CCCCC4)cc3)c2C1=O
    -11.6%, /, -11.5%
> CN(C)C(=O)C1C2NC(=S)N(c3ccccc3)C1(C)Oc1ccccc12 (configuration not stated)
    -1.5%, 3.7%, 5.9%
> CSc1ccc(CN2C(=O)C(C)Sc3ccc(C(C)=O)cc32)cc1 (configuration not stated)
    ?, /, -12.6%
> O=C(CCCCCN1C(=O)C2C3C=CC(C3)C2C1=O)Nc1nccs1 (configuration not stated)
    -30.0%, 2.9%, -17.6%

Whole records, quoted from the list:
`Cc1cccc(N2CCN(C(=O)CS(=O)(=O)c3cccc4nsnc34)CC2)c1C` across the screens: DT40 TDP1 no CPT: ?; TDP1 block: 7.7%; TDP1 cell CPT: 16.4µM*
`CCN(c1ccccc1)S(=O)(=O)c1ccc(Cl)c(NC(=O)CN2CCCCCC2)c1` across the screens: DT40 TDP1 no CPT: 18.4µM*; TDP1 block: /; TDP1 cell CPT: 20.6µM*

Bioassay records: PubChem BioAssay, National Center for Advancing Translational Sciences (NCATS)
